# STEP block – inhibitors of human striatal-enriched phosphatase STEP; hit rate 0.25% among 360,000; recombinant STEP, OMFP fluorogenic substrate, fluorescence; AID 588621; inhibition, % at 20 µM;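 active = inhibition at 20 µM, scaled per plate between control wells, above about 37%, limit read from the data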;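 note: 0% = DMSO with enzyme and substrate and 100% = substrate only without enzyme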
#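 Material: STEP (striatal-enriched tyrosine phosphatase) enzyme, cell-free | Medium: 50 mM Bis-Tris pH 6.0 with 2.5 mM DTT and 0.005% Tween 20 | Read-out: Percent inhibition scaled to no-enzyme and uninhibited-enzyme controls, plate-pattern corrected | Signal: Fluorescence read at 480 nm ex / 540 nm em | Times: 20 min reaction, room temperature, in the dark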
# LMPTP block – LMPTP (human) inhibition. P24666. recombinant LMPTP-A, OMFP fluorogenic substrate, fluorescence intensity. inhibition, % at 20 µM. hit rate 0.22% among 360,000. AID 651560;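 active = compounds that cut the enzyme signal by at least half of the control window in the single-dose screen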;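 note: plate controls were DMSO wells with enzyme plus substrate for no effect and substrate without enzyme for full effect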
#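 Assay system: LMPTP-A enzyme. Input: 0.625 nM LMPTP-A final. Probe or stimulus: 400 µM OMFP. Compound dosing: single 20 µM dose. Schedule: 50 min dark incubation at room temperature. Detection: fluorescence intensity of OMFP turnover product. Read-out: percent inhibition versus substrate-only and uninhibited controls. Benchmarks: no-enzyme low control, uninhibited high control.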
# SUMO1 PPI mod – alters human SUMO1 binding to SIM partners; P63165; SUMO1 binding to a labelled peptide, TR-FRET, 1 h; inhibition, % at 20 µM; hit rate 0.33% among 360,000; AID 602429; in the data active = inhibition above about 37%
# Scp1 inh – inhibitors of human Scp-1 phosphatase; hit rate 0.88% among 340,000; Q9GZU7; inhibition, % at 20 µM; Recombinant Scp1, phosphopeptide, malachite green phosphate absorbance;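 active = inhibition above about 50% at 20 µM, limit read from the data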;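 note: plate controls were DMSO wells with enzyme for no effect and wells lacking enzyme for full effect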
#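 Times: enzyme reaction 45 min at room temperature, colour 5 min, stabilisation 30 min. Material: SCP-1 catalytic fragment, aa 76-261. Medium: Acidic Tris acetate buffer with magnesium and detergent. Signal: colorimetric free-phosphate detection, absorbance 630 nm. Read-out basis: % inhibition of SCP-1 phosphate liberation. Reagent: Phosphorylated 17-residue peptide substrate.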
# NadD block – inhibitors of Staphylococcus aureus NadD; purified NadD enzyme, colorimetric absorbance read-out; inhibition, % at 20 µM; hit rate 0.78% among 360,000; in the data active = inhibition above about 26%; note: some compounds past the cut are filed as inactive
# DNMT1 inh – DNMT1 (human) enzyme inhibition | hit rate 0.83% among 360,000 | AID 588458 | inhibition (reported as % activation of signal), % at 10 µM | P26358 | DNMT1 molecular beacon, Hinp1I cleavage, fluorescence; in the data active = inhibition above about 50%
# Target sequence (P26358 504-1616 limits assumed): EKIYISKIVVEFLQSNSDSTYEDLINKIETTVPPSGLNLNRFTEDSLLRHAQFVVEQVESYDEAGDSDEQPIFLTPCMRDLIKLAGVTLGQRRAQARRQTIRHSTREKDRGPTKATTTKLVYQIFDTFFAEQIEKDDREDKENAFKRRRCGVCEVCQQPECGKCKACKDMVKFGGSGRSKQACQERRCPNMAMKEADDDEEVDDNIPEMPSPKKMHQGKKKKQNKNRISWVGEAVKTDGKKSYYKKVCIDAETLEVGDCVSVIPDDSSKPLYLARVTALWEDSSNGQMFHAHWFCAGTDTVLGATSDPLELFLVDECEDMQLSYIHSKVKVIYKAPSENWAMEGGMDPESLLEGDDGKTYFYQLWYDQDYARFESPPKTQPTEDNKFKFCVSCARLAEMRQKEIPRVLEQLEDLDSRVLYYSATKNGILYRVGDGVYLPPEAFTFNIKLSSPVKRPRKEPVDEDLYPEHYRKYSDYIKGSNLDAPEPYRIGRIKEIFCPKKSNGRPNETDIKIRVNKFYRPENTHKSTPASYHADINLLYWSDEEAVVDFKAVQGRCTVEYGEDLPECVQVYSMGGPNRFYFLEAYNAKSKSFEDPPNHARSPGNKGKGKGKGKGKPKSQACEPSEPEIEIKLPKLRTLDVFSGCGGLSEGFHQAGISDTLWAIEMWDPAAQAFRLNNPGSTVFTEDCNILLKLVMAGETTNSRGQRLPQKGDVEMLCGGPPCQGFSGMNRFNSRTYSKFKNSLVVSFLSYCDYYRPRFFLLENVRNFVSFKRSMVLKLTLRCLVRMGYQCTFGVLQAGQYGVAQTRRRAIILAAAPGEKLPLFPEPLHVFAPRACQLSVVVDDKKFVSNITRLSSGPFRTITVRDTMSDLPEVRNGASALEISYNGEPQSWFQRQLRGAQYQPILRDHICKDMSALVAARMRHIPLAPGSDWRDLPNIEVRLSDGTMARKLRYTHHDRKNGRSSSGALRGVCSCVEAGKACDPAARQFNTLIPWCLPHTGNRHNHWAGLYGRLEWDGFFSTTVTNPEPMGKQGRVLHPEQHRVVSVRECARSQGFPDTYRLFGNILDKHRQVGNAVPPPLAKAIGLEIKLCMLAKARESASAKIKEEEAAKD
# MT1-MMP act inh – blocks activation of human MT1-MMP. HT1080 RFP-PRO-GFP cells, GFP/RFP ratio fluorescence, overnight; percent of plate control window, DMSO zero. GFP/RFP ratio change, % at 20 µM. hit rate 0.061% among 360,000;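 active = GFP/RFP ratio change of at least 30% with cell ATP level not reduced by more than half and red fluorescence within 50% of control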; note: strong numbers were not always called active
#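 Compound: 20 µM single dose, 1% DMSO / System: HT1080 RFP-PRO-GFP cells / Controls: DMSO and RFP-L50D-GFP cell wells / Read-out basis: GFP/RFP fluorescence ratio / Schedule: overnight compound exposure at 37 °C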
# NRP1-CendR mod – NRP-1/CendR interaction modulation | O14786 | FAM-RPARPAR peptide binding to NRP-1, fluorescence polarization | inhibition, % at 25 µM | hit rate 0.85% among 360,000 | AID 602438;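 active = inhibition or corrected inhibition above about 18%, plus a signal ratio from 0.5 to 1.5, limit read from the data, passing the limit was not always enough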; note: strong numbers were not always called active
# SKN-1 block – inhibitors of C. elegans SKN-1; C. elegans VP596 Pgst-4::GFP/RFP ratio, acrylamide-induced, 24 h; inhibition, % at 21.8 µM; hit rate 0.49% among 360,000; AID 624304;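 active = interference check ratio from 0.5 to 1.5 plus GFP to RFP signal ratio inhibition reaching or exceeding a fixed threshold, cut at about 30% in these data, passing the limit was not always enough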; note: some compounds called inactive have numbers as strong as hits
# Rpn11 block – inhibitors of human proteasome Rpn11; AID 588493; calls only at 20 µM; human 26S proteasome, Ub4-pepOG fluorescence polarization; 20S core pre-blocked with epoxomicin; O00487; hit rate 0.59% among 360,000;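 active = inhibition at 20 µM, scaled to each plate's controls, above about 33%, limit read from the data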
# * marks the source's active call; other numbers are inactive results; i = inactive; . = no result given; + = active, no number.
SMILES,STEP block,LMPTP block,SUMO1 PPI mod,Scp1 inh,NadD block,DNMT1 inh,MT1-MMP act inh,NRP1-CendR mod,SKN-1 block,Rpn11 block
Cc1cc(NC(=O)COC(=O)c2cnccn2)ccc1Br,1,-1.6,3,-6,-5,-10,-2,14,11,i
CC(C)(C)C1CCN2CCCC(c3ccc([N+](=O)[O-])cc3)(C1)C21OCCO1 (stereo not drawn),.,3.0,1,.,2,.,0,12,-4,.
Cc1ccc(Nc2ccc(-n3ccnc3)nn2)cc1C,0,0.7,-13,3,4,-2,-6,11,5,i
Cc1ccc2c(C)c(C(=O)N(Cc3ccncc3)CC3CCCO3)oc2c1C (stereo not drawn),0,0.9,-3,-2,4,1,-10,1,16,i
Cc1ccc(S(=O)(=O)NCC(=O)N(CC(=O)NCc2ccc(F)cc2)CC2CCCO2)cc1 (stereo not drawn),0,0.9,3,-6,-11,-1,1,-6,5,i
Cc1cc(C)nc(Nc2ccc(N3CCCC3)cc2)n1,0,17,1,-4,5,48,2,-9,15,i
Clc1ccc(C2=Nn3c(nnc3-c3cccs3)SC2)cc1,5,5.7,-1,10,-2,21,3,20,13,i
O=C(OCC(=O)N1CCCc2ccccc21)c1cccc(S(=O)(=O)N2CCc3ccccc32)c1,3,2.1,2,-15,-11,-3,-2,-7,3,i
Cc1ccccc1NS(=O)(=O)c1cc(C(=O)N2CCc3ccccc3C2)ccc1C,3,-0.1,0,-11,-4,-6,1,-9,3,i
COc1ccccc1C1OC2=C(Nc3ccc([N+](=O)[O-])cc3N2)C1=O (stereo not drawn),-1,-0.9,-41,-4,-7,-3,-3,-7,-15,i
CN(C)C=NC(=O)c1[nH]c2ccc(Cl)cc2c1-c1ccccc1,-3,1.9,-11,-3,-1,-6,-5,9,6,i
COc1ccccc1CC(=O)Nc1ccon1,-4,-1.1,3,-6,-6,-1,-2,17,22,i
CSCCC(NC(=O)c1ccco1)C(=O)Nc1ccc(C)c(S(=O)(=O)N2CCOCC2)c1 (stereo not drawn),-1,-1.9,-1,-3,-2,0,4,13,-1,i
COc1ccc(CN(CC2CCCO2)C(=O)c2cc3sccc3n2C)c(OC)c1 (stereo not drawn),-2,0.6,0,-7,1,-1,-2,-4,-4,i
COc1cccc(C2/C(=C(/O)c3ccc4c(c3)CC(C)O4)C(=O)C(=O)N2CCCn2ccnc2)c1 (stereo not drawn),-1,5.1,-11,7,8,-1,-3,-14,-13,i
Cc1cccc(OCCN2C(=O)C(=O)c3cc(C)ccc32)c1,0,1.2,-22,-7,-4,0,7,-14,-8,i
COc1ccc(-c2nc3c4ccccc4ccn3c2Cc2ccccc2C(F)(F)F)cc1OC,4,7.0,-4,.,16,-10,-6,-12,3,i
N#Cc1cccc(NC(=O)CSc2n[nH]c(=O)[nH]c2=O)c1,0,-2.7,1,6,0,-1,-2,-16,2,i
CC(C)(C)n1nc2c(c1NC(=O)c1cccc(Cl)c1)CS(=O)(=O)C2,-3,-0.4,-3,1,0,-2,1,7,19,i
COc1cc(CCN2C(=O)c3cccc4cccc(c34)C2=O)c(S(=O)(=O)N2CCCCCC2)cc1OC,-1,2.4,-12,-11,-6,40,9,3,-6,i
CC(Sc1cccc[n+]1[O-])C(=O)Nc1cccc([N+](=O)[O-])c1 (stereo not drawn),-3,2.2,-20,17,-1,4,-3,5,-10,i
CCOc1ncccc1C(=O)OCC(=O)Nc1cc(S(=O)(=O)N2CCOCC2)ccc1Cl,2,-0.2,-2,-13,-1,0,-2,2,1,i
CCCC(=O)Nc1sc2c(c1C#N)CC(C)(C)NC2(C)C,0,0.0,-4,-2,-3,0,-3,-1,1,i
COc1cccc(C(=O)COc2cccc(NC(=O)c3cccc([N+](=O)[O-])c3)c2)c1,12,0.8,-9,-20,-1,-6,-9,8,17,i
Cc1nn(C(C)(C)C)c(OC(=O)c2ccc(Br)o2)c1Sc1ccccc1,4,2.2,15,-9,-3,-1,1,-9,-17,i
O=C(Cn1cnc2c(NCc3ccccc3)ncnc21)NCc1ccccc1,3,-0.3,2,1,2,1,5,-31,-11,i
CC1S/C(=N/N=C/c2cccs2)NC1=O (stereo not drawn),2,-1.7,-7,3,-2,13,-2,1,-1,i
CCN(C(=O)CSc1nnc(NCc2ccccc2)s1)C1CCS(=O)(=O)C1 (stereo not drawn),-1,1.5,4,-29,6,-1,3,1,0,i
CCCc1cc(=O)[nH]c(-n2[nH]c3c(c2=O)CCCC3)n1,1,-1.1,2,-4,-5,-2,-80,-10,6,i
CCN(CC)S(=O)(=O)c1cccc(C(=O)N/N=C/c2c(C)nn(-c3ccccc3)c2Cl)c1,-3,0.5,-3,4,2,-1,1,15,1,i

# Grouped by structure: the entries above containing fluorine (two)
SMILES,STEP block,LMPTP block,SUMO1 PPI mod,Scp1 inh,NadD block,DNMT1 inh,MT1-MMP act inh,NRP1-CendR mod,SKN-1 block,Rpn11 block
Cc1ccc(S(=O)(=O)NCC(=O)N(CC(=O)NCc2ccc(F)cc2)CC2CCCO2)cc1 (stereo not drawn),0,0.9,3,-6,-11,-1,1,-6,5,i
COc1ccc(-c2nc3c4ccccc4ccn3c2Cc2ccccc2C(F)(F)F)cc1OC,4,7.0,-4,.,16,-10,-6,-12,3,i

# Single entries from above:
# `COc1cc(CCN2C(=O)c3cccc4cccc(c34)C2=O)c(S(=O)(=O)N2CCCCCC2)cc1OC` @ Scp1 inh = -11
# `Cc1nn(C(C)(C)C)c(OC(=O)c2ccc(Br)o2)c1Sc1ccccc1` @ MT1-MMP act inh = 1
# `COc1cccc(C(=O)COc2cccc(NC(=O)c3cccc([N+](=O)[O-])c3)c2)c1` @ SUMO1 PPI mod = -9

# (next part)
SMILES,STEP block,LMPTP block,SUMO1 PPI mod,Scp1 inh,NadD block,DNMT1 inh,MT1-MMP act inh,NRP1-CendR mod,SKN-1 block,Rpn11 block
CC(C)=CC(=O)N1CCCC(N2CCN(c3ccc(F)cc3)CC2)C1 (stereo not drawn),-3,-0.9,7,-4,0,2,-1,3,25,i
CNC(=O)c1cc(C(=O)c2c(Cl)cccc2Cl)c[nH]1,-1,-1.3,0,4,-2,7,0,2,5,i
CN1CCN(C(=S)Nc2ccc(Oc3ccccc3)cc2)CC1,4,-1.8,-2,-7,7,-2,3,9,-5,i
CCOc1ccc(C(C)=O)cc1CSc1nnc(-c2ccoc2C)n1N,-2,1.9,-9,-1,8,-2,10,-2,-2,i
COc1ccc(OCC(=O)OCC(=O)Nc2cc(S(=O)(=O)N3CCOCC3)ccc2Cl)cc1,0,0.7,4,-8,-5,0,0,7,5,i
COc1cc(C(=O)NCC(=O)N2CCN(S(=O)(=O)c3ccccc3)CC2)cc(OC)c1OC,4,1.5,4,-1,-5,12,.,0,-14,i
CCC1(C)Cc2c(sc(NC(=O)CCC(=O)O)c2C#N)CO1 (stereo not drawn),6,-4.9,-2,3,-3,1,3,14,18,i
Cc1cc(F)ccc1-c1cc(C(=O)NCc2cccc(C(F)(F)F)c2)[nH]n1,0,3.0,4,.,-2,-8,-1,1,-2,i
CCOC(=O)N1CCc2c(sc3c2C(=O)NC(c2ccccc2)N3)C1 (stereo not drawn),-2,1.9,13,-7,10,-23,-2,-30,19,i
CC(C)CC(=O)Nc1nnc(SCC(=O)Nc2ccc(F)cc2)s1,-2,1.1,0,-1,0,0,0,3,19,i
Cc1cc(=O)[nH]c(SCC(=O)Nc2c(C)n(C)n(-c3ccccc3)c2=O)n1,-2,-1.3,2,-3,-3,3,-1,-1,3,i
CC(=O)OCC(=O)C1(O)CCC2C3CCC4CC(O)CCC4(C)C3C(=O)CC21C (stereo not drawn),-3,0.4,1,.,-2,2,7,-2,8,i
CC(OC(=O)C1CCN(c2ccc(C(F)(F)F)cn2)CC1)C(=O)c1ccccc1 (stereo not drawn),4,2.6,6,4,4,2,0,4,11,i
N#C/C(=C\c1ccc(Cl)cc1)c1n[nH]c(Cn2cncn2)n1,1,-0.6,-5,12,-1,-1,-3,8,0,i
CCOC(=O)c1ccc(NC(=O)CSc2nc3cccnc3n2C)cc1,-6,1.1,3,-7,0,-1,1,3,4,i
COCCNc1nc(Oc2ccc(Cl)c(Cl)c2)c2sccc2n1,1,-1.0,5,.,-5,8,1,-14,15,i
Cc1ccc(Cn2c(C(C)Nc3nc(-c4ccc(C)cc4)cs3)nc3cc(Cl)c(Cl)cc32)cc1 (stereo not drawn),78*,24,110*,61*,35*,78*,-2,-21,13,+
CCOC(=O)C1=NN(C(=O)Nc2cccc(C(F)(F)F)c2)C2C(=O)N(c3cccc(C(F)(F)F)c3)C(=O)C12 (stereo not drawn),4,-0.4,7,10,8,-7,5,3,17,i
O=C(O)c1cccc(CN2C(=O)CSC2=O)c1,-4,-1.7,-1,1,-3,1,1,1,0,i
O=C(Nc1scc(-c2ccccc2)c1C(=O)O)c1ccccc1F,0,-1.2,26,-5,-4,-2,-3,-5,25,i
O=C(CNC(=O)c1ccco1)N=Nc1c(O)[nH]c2ccc(Br)cc12,2,0.6,-23,1,0,-1,.,2,-4,i
COc1ccc(-c2cn(-c3ccc(C)cc3)c(=O)n2CC(=O)Nc2ccc(OC)c(OC)c2)cc1,3,0.8,2,10,1,-8,-1,2,-10,i
CC(C)CN(C(=O)c1ccc(=O)n(C)n1)c1nc2ccccc2s1,-3,-0.7,-2,-2,-3,5,-4,5,-14,i
Cc1ccc(NC(=O)CCC(=O)c2cccs2)nc1,0,2.4,-1,1,4,-4,0,-6,7,i
O=C1/C(=C\Nc2ccc(OC(F)(F)F)cc2)CCN1c1ncccn1,10,0.0,2,-4,11,-7,0,-8,3,i
Cc1ccc(N(CC(=O)NCc2ccccc2)C(=O)c2csnn2)cc1,-3,-1.4,-3,10,-5,3,1,10,-14,i
CCSc1nnc2n(-c3ccc(OC)cc3)c(=O)c3c4c(sc3n12)CCCC4,0,-0.6,-3,4,13,-1,-1,17,-3,i

# Entries listed above printed as active in Rpn11 block:
SMILES,STEP block,LMPTP block,SUMO1 PPI mod,Scp1 inh,NadD block,DNMT1 inh,MT1-MMP act inh,NRP1-CendR mod,SKN-1 block,Rpn11 block
Cc1ccc(Cn2c(C(C)Nc3nc(-c4ccc(C)cc4)cs3)nc3cc(Cl)c(Cl)cc32)cc1 (stereo not drawn),78*,24,110*,61*,35*,78*,-2,-21,13,+
